Screening results deposited in PubChem by The Scripps Research Institute Molecular Screening Center.
ASK1 inh: inhibitors of human ASK1 kinase; Q99683; AlphaScreen MKK6 phosphorylation by ASK1, luminescence; inhibition, % at 7.44 µM; 0.99% of 22,000 active; AID 1159602; in the data active means inhibition above about 35%;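 further: 0% = median of compound wells and 100% = no enzyme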
ULK1 inh: inhibitors of human ULK1 kinase; O75385; AlphaScreen Atg13 phosphorylation by ULK1, luminescence; inhibition, % at 5.96 µM; 1.9% of 30,000 active; AID 1259251; in the data active means inhibition above about 43%;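 further: 0% = median of compound wells and 100% = no enzyme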
Target sequence (O75385 whole entry, looked up): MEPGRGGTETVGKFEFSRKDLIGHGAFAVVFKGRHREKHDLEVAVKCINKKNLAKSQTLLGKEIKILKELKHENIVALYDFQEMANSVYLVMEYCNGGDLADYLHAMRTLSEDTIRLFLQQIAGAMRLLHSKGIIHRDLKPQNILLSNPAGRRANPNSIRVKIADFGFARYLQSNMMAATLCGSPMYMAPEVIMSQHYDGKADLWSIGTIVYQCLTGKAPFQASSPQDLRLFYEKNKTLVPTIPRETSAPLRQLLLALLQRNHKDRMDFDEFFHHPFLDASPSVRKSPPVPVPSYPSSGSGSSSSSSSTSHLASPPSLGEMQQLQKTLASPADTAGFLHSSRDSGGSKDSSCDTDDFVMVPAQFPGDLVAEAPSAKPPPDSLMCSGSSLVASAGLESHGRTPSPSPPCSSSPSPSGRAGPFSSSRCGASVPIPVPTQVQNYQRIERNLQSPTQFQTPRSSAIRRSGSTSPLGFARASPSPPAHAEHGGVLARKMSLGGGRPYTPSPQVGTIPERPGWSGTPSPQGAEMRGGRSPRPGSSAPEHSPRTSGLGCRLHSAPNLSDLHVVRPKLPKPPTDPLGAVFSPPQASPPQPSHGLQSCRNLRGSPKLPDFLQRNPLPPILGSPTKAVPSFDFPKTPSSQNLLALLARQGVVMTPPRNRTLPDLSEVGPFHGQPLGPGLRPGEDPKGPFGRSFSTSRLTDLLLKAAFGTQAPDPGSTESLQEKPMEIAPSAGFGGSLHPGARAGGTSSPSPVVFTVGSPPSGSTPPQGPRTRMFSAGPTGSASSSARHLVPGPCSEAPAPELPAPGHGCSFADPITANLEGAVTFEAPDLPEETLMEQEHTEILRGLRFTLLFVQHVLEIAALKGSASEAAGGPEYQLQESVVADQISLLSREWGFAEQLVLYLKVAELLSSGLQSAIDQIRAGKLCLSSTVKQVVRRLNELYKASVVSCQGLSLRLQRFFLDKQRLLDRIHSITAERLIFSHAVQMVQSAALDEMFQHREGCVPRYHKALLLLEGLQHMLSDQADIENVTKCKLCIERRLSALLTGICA
* = called active by the depositor; x = not tested or not shown; ! = repeats disagree.

SMILES | ASK1 inh | ULK1 inh
O=S(=O)(c1ccc(Nc2nccc(-c3cncc(N4CCOCC4)c3)n2)cc1)N1CCOCC1 | 2 | -14
O=C(NCc1nc2ccccc2[nH]1)c1cccc(NCc2cccnc2)n1 | -9 | 2
COc1cc(NC(=O)c2csc(Br)n2)cc(OC)c1OC | 0 | -12
COc1cc(Nc2nc(Nc3ccncn3)nc3c2ncn3C(C)C)cc(OC)c1OC | -1 | 21
CC(=O)Nc1ccc(NC(=O)c2cncc(-c3ccc(C(N)=O)cc3)c2)cc1 | 0 | 4
O=C(Cc1cn(-c2ccc(Nc3ccccc3)nn2)c2ccccc12)Nc1ccccc1 | 6 | 9
CC(C)(C)CC(=O)Nc1ccc(S(=O)(=O)N2CCCC2)cc1 | x | -4
O=C(COc1ccccc1Cl)NNC(=O)c1ccco1 | x | -2
CCOc1ccccc1OCC1CNCCO1 (stereo unspecified) | x | -3
O=C1CCCN1CCn1cnc2c(Nc3ccccc3)nc(Cl)nc21 | -22 | -7
Nc1nc(NCc2nc3ccccc3[nH]2)cc(-c2csc3ccccc23)n1 | 0 | -8
CN1C(C)(C)CCCC1(C)C | x | -2
COc1ccc(CCNc2nc(Nc3ccc(N4CCOCC4)cc3)nc3c2ncn3Cc2ccc(C(F)(F)F)cc2)cc1 | 72* | -19
O=C([C@H]1CCCN1)N1CCC(c2nc(-c3ccncc3)no2)CC1 | -13 | 1
Cc1cncc2cccc(NC3CCN(C(=O)[C@H](C)O)CC3)c12 | -9 | 10
C/C(CC(=O)Nc1cccc(C(F)(F)F)c1)=N\NC(=O)c1cnccn1 | x | -14
C[Se]CC[C@H](N)C(=O)O | x | 18
CC(C)N(CCNc1nc(Cl)nc2c1ncn2Cc1ccc(C(F)(F)F)cc1)C(C)C | -8 | -7
CC(C)n1cnc2c(NCCN3CCOCC3)nc(Nc3nccc4ccccc34)nc21 | -7 | 0
Fc1ccc(-c2cc(N3CCN(c4ccccn4)CC3)nc(-c3ccccn3)n2)cc1 | x | 7
CCOc1cc(C(=O)Nc2nnc(C3CCCO3)o2)cc(OCC)c1OCC (stereo unspecified) | x | -3
Cc1cc(NC(=O)CSc2nnc(-c3ccccc3)n2C)no1 | x | -1
Cn1nccc1Nc1ncc(C(=O)Nc2ccc(N3CCOCC3)cc2)s1 | -9 | -9
CC(C)N(Cc1ccccc1)C(=O)Nc1ccc(-c2cn[nH]c2)cc1 | -2 | -1
COc1ccc(Cn2c(=O)c3ncccc3n(Cc3ccccc3F)c2=O)cc1 | x | -5
O=C(NC1CC1)c1ccc(-c2nc(NCCCN3CCCC3=O)c3ncn(CCN4CCCC4=O)c3n2)cc1 | -2 | 0
COc1cccc2c1OCC(c1nc3ccc(-c4ccncc4)cc3[nH]1)O2 (stereo unspecified) | -9 | -2
OC1CCC(Nc2nccc(Nc3ccccc3)n2)CC1 (stereo unspecified) | 2 | -5
O=C(NCCN1CCOCC1)c1ccnc(N2CCOCC2)c1 | -2 | -11
CCN(CC)C(=O)C1CCCN(c2nc3ncnc(Nc4ccccc4)c3[nH]2)C1 (stereo unspecified) | -10 | 6
NC(=O)c1ccc(-c2cccc(C(=O)NCCCN3CCCC3=O)c2)cc1 | -1 | 5
CC(C)CCCC(C)N (stereo unspecified) | x | 11
CC(C)(S)C(=O)N[C@@H](CS)C(=O)O | x | -1
Cc1nn(C)c(C)c1-c1nc2ccc(C(N)=O)cc2s1 | 15 | -7
Cc1cc(Nc2ccccc2)nc(NCCCN2CCCC2=O)n1 | -4 | 23
Cc1cccc([N+](=O)[O-])c1N1CCC2(CC1)OCCO2 | -4 | -2
Cc1ncn(-c2ccc(Nc3cc(-c4oncc4-c4ccc(F)cc4)ccn3)cc2)n1 | 7 | -4
CNC(=S)Nc1ccc(C(=O)O)cc1 | x | -4
COc1ccc(CCNc2cc(C)nc(Oc3ccccc3)n2)cc1 | 4 | -19
COc1cc(Nc2nc(NCCN3CCOCC3)c3ncn(-c4ccccc4)c3n2)cc(OC)c1OC | 6 | -2
Nc1nc(NCCOc2ccccc2)cc(N2CCCC2CO)n1 (stereo unspecified) | -1 | 4
NC(=O)CCC(N)C(=O)O (stereo unspecified) | x | 8
O=C(Nc1cc(-c2ccncc2)ccc1OCCN1CCCC1)C1COc2ccc(F)cc2C1 (stereo unspecified) | 4 | -6
c1ccc(CNc2ccnc(NCc3ccc4c(c3)OCO4)n2)cc1 | 4 | -3
CC(C)(C)NCC(O)COc1cccc2c1CCCC2=O (stereo unspecified) | x | -1
CC(C)CC(=O)NNC(=O)c1c(O)c2ccccc2n(C)c1=O | x | 4
C[N+](C)(C)CCOC(c1ccccc1)c1ccccc1 | x | 82*
N[C@H](Cc1cccc(F)c1)c1nc2ccc(-c3ccncc3)cc2[nH]1 | 8 | -5
O=C(NCCCN1CCCC1=O)c1cccc(-c2ccc(C(=O)NC3CC3)cc2)c1 | 7 | 19
c1ccc(-n2cnc3c(NCCN4CCOCC4)nc(Nc4ccc(N5CCOCC5)cc4)nc32)cc1 | 26 | -2
Additional compounds.
SMILES | ASK1 inh | ULK1 inh
COc1ccc(CNc2cc(C)nc(-c3cccc(OC(F)(F)F)c3)n2)cc1 | -30 | -43
Cn1c(Nc2ccc(-n3cc(CC(=O)NCCO)c4ccccc43)nn2)nc2ccccc21 | -15 | 1
Cc1ccc(NC(=O)C2CC2c2ccccc2)cc1 (stereo unspecified) | x | -15
Cc1cc(NCCO)nc(Nc2cccc(N(C)C)c2)n1 | 6 | -18
Oc1ccc(CCNc2ccnc(NCc3cccnc3)n2)cc1 | -10 | -25
CC(C)N(CCNc1cc(NCCCN2CCCC2=O)ncn1)C(C)C | -17 | -2
c1ccc(CCc2nc3ccc(-c4cn[nH]c4)cc3s2)cc1 | -18 | -180
CC(C)N(CCNc1nc(-c2cccc(N)c2)nc2c1ncn2CCN1CCCC1=O)C(C)C | 2 | -5
CC(C)N(CCNc1nc(Nc2cccc(N(C)C)c2)nc2c1ncn2-c1ccccc1)C(C)C | 35 | -1
Nc1nc(Nc2ccc(N3CCOCC3)cc2)cc(N2CCc3ccccc3C2)n1 | 22 | 6
Cc1cc(NCc2cccc(C(F)(F)F)c2)nc(NCCCN2CCCC2=O)n1 | 3 | 2
Cc1ncn(-c2ccc(Nc3cc(-c4cc(C)on4)ccn3)cc2)n1 | -5 | -16
Cc1cccn2c(=O)c3c(nc12)CCN(C(=O)Nc1cccc(C(F)(F)F)c1)C3 | x | -2
CN1CCN(C(=O)c2ccc(-c3nc(NCc4ccccc4)c4ncn(Cc5ccc(C(F)(F)F)cc5)c4n3)cc2)CC1 | -5 | -37
COc1cc2nc(Nc3cnccn3)nc(Nc3ccccc3)c2cc1OC | 3 | -6
O=C(NCCc1ccc(O)cc1)c1cnc(NCCCN2CCCC2=O)s1 | -5 | -6
CCN(CC)C(=O)C1CCCN(c2ncc(C)c(Nc3ccc(NC(C)=O)cc3)n2)C1 (stereo unspecified) | -4 | 20
OCCCNc1cc(-c2ccccc2F)nc(-c2ccncc2)n1 | x | 1
c1ccc(-n2cnc3c(NCc4cccnc4)nc(N4CCN(c5ccccn5)CC4)nc32)cc1 | 13 | -21
CCNc1nc(NCCc2ccc(O)cc2)c2ncn(-c3ccsc3)c2n1 | -8 | -21
c1cn(-c2ccc(Nc3ncc4ccc(-c5cn[nH]c5)cc4n3)cc2)cn1 | 25 | 90*
Cc1cc(O)ccc1C(C)(C)C | x | 1
N[C@@H](COP(=O)(O)O)C(=O)O | x | 12
Cc1cc2cc3c(C)cc(=O)oc3c(C)c2o1 | x | 2
O=C(NCCc1ccc(O)cc1)c1ccnc(Cl)c1 | 2 | 3
CN(C)C(=O)CCSc1cc(-c2cn[nH]c2)ccc1NC(=O)OCc1ccccc1 | 10 | -17
Cc1noc(C)c1-c1nc(NCCN2CCOCC2)c2ncn(Cc3ccc(C(F)(F)F)cc3)c2n1 | -2 | -19
c1cc(N2CCOCC2)ccc1Nc1nc(NC2CC2)c2ncn(C3CCCCC3)c2n1 | 32 | 7
NC(C(=O)N1CCC(Nc2ccc3[nH]ncc3c2)C1)c1cccc(Br)c1 (stereo unspecified) | -12 | 26
c1ccc(CN2CCC(Nc3ncnc4nc(Nc5ccccc5)[nH]c34)CC2)cc1 | -3 | 5
CC(C)N(CCNc1nc(Nc2ccccn2)nc2c1ncn2CCN1CCCC1=O)C(C)C | -5 | 7
CN(C)c1cccc(Nc2nc3ncnc(NC4CC4)c3[nH]2)c1 | 6 | 1
COc1ccc(CCNC(=O)c2cccc(Nc3ccncc3)n2)cc1 | -12 | -1
COc1cc(Nc2nc(NCc3cccc(C(F)(F)F)c3)c3ncn(-c4ccccc4)c3n2)cc(OC)c1OC | 19 | -6
O=C(NCc1cccnc1)c1ccc2nc(Br)sc2c1 | 11 | 45*
Cc1nn(C)c(C)c1-c1ccc(C(=O)NCCO)s1 | -3 | -1
O=C1N(Cc2ccccc2)CCN1c1ccc(F)cc1F | x | -1
COc1cc(Nc2nc(C(=O)NCCCN3CCCC3=O)cs2)cc(OC)c1OC | -10 | 16
c1ccc(Nc2nc(Nc3ccc4c(c3)OCO4)c3ncn(-c4ccccc4)c3n2)cc1 | 14 | 5
CCCNc1ccnc(Nc2ccc(N3CCOCC3)cc2)n1 | 14 | -3

ASK1 inh: what is marked active above.
SMILES | ASK1 inh | ULK1 inh
COc1ccc(CCNc2nc(Nc3ccc(N4CCOCC4)cc3)nc3c2ncn3Cc2ccc(C(F)(F)F)cc2)cc1 | 72* | -19

More structures.
SMILES | ASK1 inh | ULK1 inh
Cn1nc(N)c2cc(S(C)(=O)=O)c(-c3ccccc3)nc21 | x | 1
COc1ccc(-c2ccc(C(=O)NCCN3CCOCC3)s2)cc1 | -1 | -2
COc1ccc(C(=O)Nc2nc(CC(=O)N3CCc4ccccc43)cs2)cc1 | x | -11
COc1ccc(-c2cc(NCCN(C(C)C)C(C)C)ncn2)cn1 | 0 | 7
Cc1cccc(NC(=O)c2ccc(C(F)F)o2)c1N1CCC2(CC1)OCCO2 | -1 | 1
c1cnc(Nc2nc(NCCN3CCOCC3)c3ncn(-c4ccsc4)c3n2)nc1 | -4 | 6
O=C1c2c(O)cccc2Cc2cccc(O)c21 | x | 60*!
CCCN1CC(c2nc3ccc(-c4ccncc4)cc3[nH]2)Cc2ccccc21 (stereo unspecified) | 14 | 6
CC(=O)Nc1ccc(NC(=O)c2cccc(N3CCOCC3)n2)cc1 | 0 | -17
OCc1cnc(SCc2ccc(Br)cc2)n1Cc1ccc2c(c1)OCO2 | x | -18

Complete entries from above. Order of screens: ASK1 inh	ULK1 inh
Listed for `Cc1cccc(NC(=O)c2ccc(C(F)F)o2)c1N1CCC2(CC1)OCCO2` → -1	1
Listed for `Cc1cncc2cccc(NC3CCN(C(=O)[C@H](C)O)CC3)c12` → -9	10
Listed for `Cc1cc2cc3c(C)cc(=O)oc3c(C)c2o1` → x	2
Listed for `COc1ccc(C(=O)Nc2nc(CC(=O)N3CCc4ccccc43)cs2)cc1` → x	-11

Following part
SMILES | ASK1 inh | ULK1 inh
FC(F)(F)c1cccc(CNc2nc(NC3CCN(Cc4ccccc4)CC3)nc3c2ncn3C2CCCCC2)c1 | 24 | 4
Cc1cnc(N2CCOCC2)nc1NCc1cccnc1 | -3 | 4
c1ccc(CNc2nc(Nc3ccc(-n4ccnc4)cc3)nc3c2ncn3-c2ccccc2)cc1 | 8 | -2
Cc1ccccc1Nc1nc(Cl)nc2c1cnn2C | x | 3
COc1ccnc2c1c(=O)n(Cc1ccccn1)c(=O)n2C | x | -6
O=C(NNC(=S)NC(=O)c1ccccc1[N+](=O)[O-])c1ccc(O)cc1 | x | 11
O=C1CCCN1CCn1cnc2c(NC3CC3)nc(-c3ccc(N4CCOCC4)nc3)nc21 | -2 | 2
COc1ccc(-c2nccc(NCCN3CCOCC3)n2)cn1 | -7 | -11
c1cncc(CNc2nc(Nc3cnccn3)nc3c2ncn3C2CCCCC2)c1 | -14 | 4
O=C(NCc1nc2ccccc2[nH]1)c1cnc(NCCCN2CCCC2=O)s1 | -3 | 9

By substructure, the compounds so far containing bromine (4)
SMILES | ASK1 inh | ULK1 inh
COc1cc(NC(=O)c2csc(Br)n2)cc(OC)c1OC | 0 | -12
NC(C(=O)N1CCC(Nc2ccc3[nH]ncc3c2)C1)c1cccc(Br)c1 (stereo unspecified) | -12 | 26
O=C(NCc1cccnc1)c1ccc2nc(Br)sc2c1 | 11 | 45*
OCc1cnc(SCc2ccc(Br)cc2)n1Cc1ccc2c(c1)OCO2 | x | -18

Further compounds follow:
SMILES | ASK1 inh | ULK1 inh
Cc1cnc(-c2ccc(C(=O)NC3CC3)cc2)nc1NCc1ccccc1 | 3 | 3
O=C(NCc1cccnc1)c1ccc2nc(NC3CCC(O)CC3)sc2c1 (stereo unspecified) | -14 | -7
NCC1CCCN(c2cc(NCc3ccccc3)ncn2)C1 (stereo unspecified) | -10 | 0
CC[N+](CC)(CCNC(=O)C(=O)NCC[N+](CC)(CC)Cc1ccccc1Cl)Cc1ccccc1Cl | x | -4
CCCNc1ncnc2nc(Nc3cnccn3)[nH]c12 | 2 | -1
COc1cc(Nc2nc(Nc3ccccn3)ncc2C)cc(OC)c1OC | -9 | 51*
CCN1CCCC(OC(=O)C(c2ccccc2)c2ccccc2)C1 (stereo unspecified) | x | 3
Cc1cccc(C(N)=O)c1O | x | 8
CC(C)n1cnc2c(NC3CC3)nc(-c3ccc(C(N)=O)cc3)nc21 | 1 | 32
Cc1nn(C)c(C)c1-c1nc(NC2CCN(Cc3ccccc3)CC2)c2ncn(C(C)C)c2n1 | -7 | -20
Cc1cc(NCCO)nc(-c2csc3ccccc23)n1 | -13 | -18

4 of the compounds above, in CSV form:
mol,ASK1 inh,ULK1 inh
Cc1cnc(-c2ccc(C(=O)NC3CC3)cc2)nc1NCc1ccccc1,3,3
O=C(NCc1cccnc1)c1ccc2nc(NC3CCC(O)CC3)sc2c1 (stereo unspecified),-14,-7
NCC1CCCN(c2cc(NCc3ccccc3)ncn2)C1 (stereo unspecified),-10,0
CC[N+](CC)(CCNC(=O)C(=O)NCC[N+](CC)(CC)Cc1ccccc1Cl)Cc1ccccc1Cl,x,-4

Random draw from the library; about 3% have a hit in one of these screens.
